Source: PubChem BioAssay
FAS TE block – blocks the thioesterase domain of human fatty acid synthase | inhibition, % at 15 µM | 0.67% of 360,000 active | AID 602261 | P49327 | recombinant FAS-TE, OMFH fluorogenic substrate, fluorescence endpoint;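 active = compounds whose normalised, plate-corrected inhibition of enzyme fluorescence in the single-dose primary screen is 50% or more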;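 note: 0% = DMSO with enzyme and 100% = substrate without enzyme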
SKN-1 inh – C. elegans SKN-1 inhibition; inhibition, % at 21.8 µM; AID 624304; 0.49% of 360,000 active; C. elegans VP596 Pgst-4::GFP/RFP ratio, acrylamide-induced, 24 h;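 active = interference check ratio from 0.5 to 1.5 plus GFP to RFP signal ratio inhibition reaching or exceeding a fixed threshold, cut at about 30% in these data, passing the limit was not always enough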; note: some compounds called inactive have numbers as strong as hits
Rin1 Abl inh – blocks binding of human Rin1 to Abl; inhibition, % at 7.35 µM; 0.4% of 360,000 active; TR-FRET Rin1/Abl binding, biochemical; P00519+Q13671; in the data active = inhibition above about 5%, passing the limit was not always enough
Target sequence (P00519 whole entry, looked up): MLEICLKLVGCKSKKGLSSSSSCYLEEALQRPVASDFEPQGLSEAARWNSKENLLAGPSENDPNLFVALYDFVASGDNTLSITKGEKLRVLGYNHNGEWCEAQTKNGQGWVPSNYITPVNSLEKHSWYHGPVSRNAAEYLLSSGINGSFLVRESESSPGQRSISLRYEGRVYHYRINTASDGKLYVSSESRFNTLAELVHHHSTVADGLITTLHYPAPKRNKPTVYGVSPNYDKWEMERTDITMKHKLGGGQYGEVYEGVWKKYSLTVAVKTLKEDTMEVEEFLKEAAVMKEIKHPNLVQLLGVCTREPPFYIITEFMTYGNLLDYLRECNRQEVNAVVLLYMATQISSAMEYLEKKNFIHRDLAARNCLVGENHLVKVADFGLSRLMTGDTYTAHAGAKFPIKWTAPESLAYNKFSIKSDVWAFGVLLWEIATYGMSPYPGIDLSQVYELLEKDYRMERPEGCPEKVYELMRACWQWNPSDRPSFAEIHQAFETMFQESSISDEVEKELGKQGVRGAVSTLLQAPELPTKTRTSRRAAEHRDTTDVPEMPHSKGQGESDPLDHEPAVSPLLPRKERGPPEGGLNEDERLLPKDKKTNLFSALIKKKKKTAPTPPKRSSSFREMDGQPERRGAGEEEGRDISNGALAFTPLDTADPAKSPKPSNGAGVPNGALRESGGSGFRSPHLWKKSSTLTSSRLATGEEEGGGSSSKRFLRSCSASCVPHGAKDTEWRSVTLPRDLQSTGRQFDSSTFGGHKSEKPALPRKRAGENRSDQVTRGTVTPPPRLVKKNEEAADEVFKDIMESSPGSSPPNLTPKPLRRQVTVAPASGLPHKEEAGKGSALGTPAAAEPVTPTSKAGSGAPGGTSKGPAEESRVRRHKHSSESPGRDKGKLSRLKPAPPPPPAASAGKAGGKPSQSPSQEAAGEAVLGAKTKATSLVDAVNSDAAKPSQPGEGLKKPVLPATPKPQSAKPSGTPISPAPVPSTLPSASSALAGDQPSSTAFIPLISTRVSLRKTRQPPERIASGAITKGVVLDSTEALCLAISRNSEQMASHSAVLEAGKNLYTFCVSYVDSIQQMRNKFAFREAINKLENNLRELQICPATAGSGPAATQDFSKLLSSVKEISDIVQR
Target sequence (Q13671 whole entry, looked up): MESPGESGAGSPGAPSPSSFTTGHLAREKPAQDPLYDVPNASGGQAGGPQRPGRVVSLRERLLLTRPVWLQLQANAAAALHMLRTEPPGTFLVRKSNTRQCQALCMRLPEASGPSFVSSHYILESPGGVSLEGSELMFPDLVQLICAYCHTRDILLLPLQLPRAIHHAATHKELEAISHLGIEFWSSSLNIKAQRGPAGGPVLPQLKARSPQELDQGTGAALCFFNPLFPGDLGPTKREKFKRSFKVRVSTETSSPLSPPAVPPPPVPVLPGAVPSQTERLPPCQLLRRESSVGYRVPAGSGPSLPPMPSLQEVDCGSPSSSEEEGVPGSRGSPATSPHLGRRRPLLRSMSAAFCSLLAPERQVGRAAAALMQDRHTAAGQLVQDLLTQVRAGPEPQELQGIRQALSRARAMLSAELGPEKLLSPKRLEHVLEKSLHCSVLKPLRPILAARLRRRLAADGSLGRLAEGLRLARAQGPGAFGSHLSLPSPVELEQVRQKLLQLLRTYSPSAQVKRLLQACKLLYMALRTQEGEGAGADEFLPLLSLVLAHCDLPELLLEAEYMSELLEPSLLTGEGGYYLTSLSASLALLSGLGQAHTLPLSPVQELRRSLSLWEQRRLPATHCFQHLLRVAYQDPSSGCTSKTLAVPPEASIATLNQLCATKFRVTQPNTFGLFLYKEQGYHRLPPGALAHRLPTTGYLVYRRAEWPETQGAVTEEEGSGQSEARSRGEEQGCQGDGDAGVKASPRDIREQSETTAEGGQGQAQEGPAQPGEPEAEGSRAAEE
CendR NRP1 mod – modulators of CendR peptide binding to human neuropilin-1; FAM-RPARPAR peptide binding to NRP-1, fluorescence polarization; inhibition, % at 25 µM; 0.85% of 360,000 active; AID 602438;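 active = inhibition or corrected inhibition above about 18%, plus a signal ratio from 0.5 to 1.5, limit read from the data, passing the limit was not always enough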; note: strong numbers were not always called active
MT1-MMP act inh – MT1-MMP (human) activation inhibition; HT1080 RFP-PRO-GFP cells, GFP/RFP ratio fluorescence, overnight; percent of plate control window, DMSO zero; GFP/RFP ratio change, % at 20 µM; 0.061% of 360,000 active; AID 651647;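 active = GFP/RFP ratio change of at least 30% with cell ATP level not reduced by more than half and red fluorescence within 50% of control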; note: strong numbers were not always called active
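Test system: HT1080 RFP-PRO-GFP cells; Benchmarks: DMSO and RFP-L50D-GFP cell wells; Timing: cells overnight before dosing, compound overnight, 37 °C, 5% CO2; Compound: one 20 µM compound dose with 1% DMSO; Read-out: GFP/RFP fluorescence ratio.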
bovine MsrA act – activates bovine MsrA enzyme; purified bovine MsrA, absorbance read-out; activation, % at 10.6 µM; 0.3% of 360,000 active; AID 602163; in the data active = activation above about 7.5%;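 note: 0% = vehicle and 100% = reference activator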
Neddyl block – inhibitors of human cullin neddylation | TR-FRET cullin neddylation, biochemical | AID 651699 | 0.58% of 360,000 active | calls only at 25 µM | P61081+Q13564; in the data active = inhibition above about 36%
MsrA inh – inhibitors of bovine MsrA; purified bovine MsrA, absorbance read-out; inhibition, % at 15.5 µM; 0.75% of 360,000 active; AID 651718; in the data active = inhibition above about 4.5%;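 note: 0% = vehicle wells with enzyme and 100% = reference inhibitor wells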
eLon inh – inhibitors of E. coli Lon protease; inhibition, % at 7.94 µM; purified E. coli Lon protease, fluorescence polarization; 0.42% of 360,000 active; P0A9M0; in the data active = inhibition above about 13%, passing the limit was not always enough;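 note: 0% = enzyme with probe and DMSO and 100% = no enzyme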
Active calls of the source: *; i = inactive; x = no result given; + = active, no number.

SMILES	FAS TE block	SKN-1 inh	Rin1 Abl inh	CendR NRP1 mod	MT1-MMP act inh	bovine MsrA act	Neddyl block	MsrA inh	eLon inh
Cc1ccc(Nc2nc3ccccc3n3nnnc23)cc1	7	4	-2	-29	-3	-4	x	1.9	-23
CC[C@@H]1C/C=C\Cc2ccccc2[C@H](C(=O)C[C@@H](O)CC(C)=O)OC1=O	-5	2	-1	5	-8	-2	i	0.3	-1
Cc1ccc(NC(=O)Nc2cccc([N+](=O)[O-])c2)cc1F	43	9	-1	-7	-12	-4	i	-1.9	-3
CCC(C)(C)n1nnnc1C(c1ccncc1)N1CCC(Cc2ccccc2)CC1 (centres undefined)	11	28	-6	13	-19	0	i	0.3	6
Cc1ccc(NC(=O)C2CCN(C(=O)NC3CCCCC3)CC2)cc1	0	-10	1	4	7	-2	i	0.8	-3
O=C(Nc1nnc(-c2cccc(F)c2)s1)Nc1ccccc1F	-1	-2	3	0	-1	-9	i	2.6	5
O=C(NC1CC1)C1CCN(C2CCN(C(=O)c3ccc4cccc(F)c4n3)CC2)CC1	-2	-8	0	-7	3	-4	i	1.7	0
COC(=O)CSc1nnc(SCc2ccc(Cl)cc2)s1	2	5	-6	-5	1	-5	i	2.7	3
CC1(C)CC(C(CCN(Cc2ccccc2)C(=O)c2ccco2)c2ccc(F)cc2)CCO1 (centres undefined)	46	-10	-3	-10	-12	2	i	0.5	-4
CC(CNC(=O)c1ccc2c(c1)OCO2)c1ccc([N+](=O)[O-])cc1 (centres undefined)	20	-1	2	-9	-8	-4	i	-0.1	-3
COc1ccc(C(C(=O)NCc2ccccc2)n2c(=O)c(-c3ccco3)nc3ccccc32)cc1 (centres undefined)	x	-1	x	-26	-11	x	i	1.3	x
CCCOc1cccc(C2C(C(=O)c3ccc(C)o3)=C(O)C(=O)N2CCN2CCOCC2)c1 (centres undefined)	-4	10	-5	-2	-6	-2	i	1.5	-9
COC(=O)c1ccccc1NC(=O)CCNC(=O)Cn1cnc2ccccc2c1=O	-4	-14	3	-2	-2	-1	i	-1.7	-7
CCOc1ccccc1NS(=O)(=O)c1ccc2c(c1)N(C)CCO2	4	-14	0	0	4	-7	i	0.4	12
CCOc1cc(C)c(Cl)cc1S(=O)(=O)NCC1CCCO1 (centres undefined)	-3	-3	-1	-6	6	-3	i	-1.7	8
O=C(O)c1cccn1Cc1ccccc1F	-6	28	1	1	3	0	i	-0.3	6
C[C@@H]1CCCCO[C@H](CN(C)C(=O)Nc2ccc3c(c2)OCO3)[C@@H](C)CN([C@H](C)CO)C(=O)c2cc(NS(=O)(=O)c3ccc(F)cc3)ccc2O1	0	-9	3	2	1	-6	i	0.8	-6
CC(=O)Nc1ccc(S(=O)(=O)N(CC(=O)O)Cc2ccccc2)cc1	-4	-1	-2	4	4	1	i	0.2	1
O=C1Oc2ccccc2C(=O)/C1=C/c1ccccc1O	-10	1	-11	-4	0	-1	i	0.4	9
C=CCN(CC=C)S(=O)(=O)c1ccc(C(=O)Nc2nnc(COC)o2)cc1	4	-7	2	-4	2	-15	i	-0.5	6
COc1ccc(C=C2C(=O)OC(C)(C)OC2=O)cc1OC	-5	5	-4	-12	5	-10	i	1.8	5
CC1(C(=O)NS(=O)(=O)c2cccc(C#N)c2)CCN1C(=O)Cc1cc(F)ccc1F (centres undefined)	-4	18	-3	-2	0	-1	i	-0.1	-1
O=C1CSC(=S)N1N=Cc1cccc2ccccc12	8	4	2	-26	-1	1	i	2.7	-14
CN(C(=O)CC1C(=O)NCCN1CC(c1ccccc1)c1ccccc1)C(C1CC1)C1CC1 (centres undefined)	10	4	0	-5	-5	-4	i	-1.7	3
Cc1ccc(OC(=O)c2ccc(N3CCOCC3)c([N+](=O)[O-])c2)cc1	18	-10	-2	-12	1	-3	i	-0.3	10

Given field by field: part of the list above
structure: CCOc1ccccc1NS(=O)(=O)c1ccc2c(c1)N(C)CCO2
  FAS TE block = 4 | SKN-1 inh = -14 | Rin1 Abl inh = 0 | CendR NRP1 mod = 0 | MT1-MMP act inh = 4 | bovine MsrA act = -7 | Neddyl block = i | MsrA inh = 0.4 | eLon inh = 12

structure: COc1ccc(C(C(=O)NCc2ccccc2)n2c(=O)c(-c3ccco3)nc3ccccc32)cc1 (centres undefined)
  FAS TE block = x | SKN-1 inh = -1 | Rin1 Abl inh = x | CendR NRP1 mod = -26 | MT1-MMP act inh = -11 | bovine MsrA act = x | Neddyl block = i | MsrA inh = 1.3 | eLon inh = x

structure: O=C(O)c1cccn1Cc1ccccc1F
  FAS TE block = -6 | SKN-1 inh = 28 | Rin1 Abl inh = 1 | CendR NRP1 mod = 1 | MT1-MMP act inh = 3 | bovine MsrA act = 0 | Neddyl block = i | MsrA inh = -0.3 | eLon inh = 6

structure: CC1(C)CC(C(CCN(Cc2ccccc2)C(=O)c2ccco2)c2ccc(F)cc2)CCO1 (centres undefined)
  FAS TE block = 46 | SKN-1 inh = -10 | Rin1 Abl inh = -3 | CendR NRP1 mod = -10 | MT1-MMP act inh = -12 | bovine MsrA act = 2 | Neddyl block = i | MsrA inh = 0.5 | eLon inh = -4

(further entries)
SMILES	FAS TE block	SKN-1 inh	Rin1 Abl inh	CendR NRP1 mod	MT1-MMP act inh	bovine MsrA act	Neddyl block	MsrA inh	eLon inh
O=C(O)c1cccc(NC(=O)c2cccc(NC(=O)C3CCCO3)c2)c1 (centres undefined)	-5	8	-1	2	3	-4	i	-0.5	-13
C/C(=N/Nc1ccc([N+](=O)[O-])cc1)c1ccc(C)cc1C	48	8	2	-41	-8	-2	i	0.0	-29
O=C(CC1SCCNC1=O)NCc1ccccc1 (centres undefined)	-5	26	-3	-7	-2	0	i	-0.9	-2
Cc1cccc(C)c1NC(=O)COc1ccc2c(C)c(Cc3ccccc3)c(=O)oc2c1	3	5	-21	10	2	-10	i	0.2	3
Cc1cccc(-n2nc3c(c2NC(=O)c2ccco2)CS(=O)C3)c1C (centres undefined)	-8	-10	-1	6	2	-3	i	0.1	5
O=C(NC1CCCCC1)c1cc(F)cc2c1OCOC2	-2	8	1	5	-1	-1	i	-0.9	-6
COc1cc2[nH]c(=O)n(CCCC(=O)NC3CCCCC3)c(=O)c2cc1OC	-5	8	1	7	1	0	i	x	0
CC(NC(=O)C(C)N1c2cccc3cccc(c23)S1(=O)=O)c1ccccc1 (centres undefined)	11	10	1	10	0	1	+	-0.1	-2
C/C=C/c1ccc(OCC(=O)Nc2ccncc2)c(OC)c1	-4	4	1	9	-3	0	i	1.8	-4
Cc1cc(C)cc(NC(=O)CSc2nc3[nH]ncc3c(=O)[nH]2)c1	-12	1	0	-7	-5	-2	i	0.1	-7
Cn1nc(C(=O)NCCc2ccc3c(c2)OCCO3)c2ccccc2c1=O	-4	16	1	0	-3	-3	i	-1.2	-12
CC1CCC(NC(=O)c2ccc3nc[nH]c3c2)CC1 (centres undefined)	-9	13	-2	-4	-7	-4	i	-1.2	3
C=C(C)C(=O)N1CC2(CC(c3cccc(NC(=O)CC(c4ccccc4)c4ccccc4)c3)=NO2)C[C@H]1C(N)=O (some centres undefined)	0	-6	3	1	-2	-9	i	-0.9	-11
CCC(=O)Oc1ccc(C(CC)C(CC)c2ccc(OC(=O)CC)cc2)cc1 (centres undefined)	24	5	-1	1	-3	-5	i	1.5	2
CC1CN(C(=S)SCCN2C(=O)CCC2=O)CC(C)O1 (centres undefined)	-4	10	3	2	-2	-9	i	-0.2	7
COc1ccc(OC)c(S(=O)(=O)N2CCC(C(=O)N(C)Cc3ccccc3)CC2)c1	-2	-6	1	7	2	-4	i	-0.8	0
COc1ccc(N2CCCC2)c(NC(=O)COc2ccccc2)c1	17	11	3	11	-3	-2	i	-1.6	-1
CCO[C@H]1OC(C(=O)O)=C[C@@H](C(C)(C)C)[C@@H]1CCCO	-13	8	2	16	-1	-1	i	0.0	1
C=CCOC(=O)COc1ccc2c3c(c(=O)oc2c1)CCCC3	12	-14	-2	-4	1	-6	x	-1.1	3
CCCSc1nnc2n(-c3ccccc3OC)c(=O)c3c4c(sc3n12)CCC4	1	-6	-3	13	3	0	i	0.0	2
COc1cc(C(CC(=O)N2CCCC2)c2c(OC)cc(OC)c3ccc(=O)oc23)cc(OC)c1OC (centres undefined)	-17	21	0	22	-5	-4	i	1.2	37*
CC(C)[C@H](NC(=O)c1ccccc1)C(=O)OCc1nc2scc(-c3ccccc3)c2c(=O)[nH]1	0	4	-1	-7	2	13*	i	-0.3	-7
COc1ccc(NC(=O)C2(C)Cc3c(-c4cccc(NC(C)=O)c4)ccnc3O2)cc1 (centres undefined)	-3	-8	-2	-19	38	0	i	0.7	-9
COc1ccc(/C=C(\NC(=O)c2ccccc2)C(=O)NCc2cccnc2)cc1	-5	1	2	4	1	-1	i	-0.3	-3
O=C1NC[C@@H](CCCCN2C[C@H](Cc3ccc(O)cc3)N(CCc3ccc(O)cc3)C(=O)C2=O)N(CCc2ccccc2)C1=O	-6	15	x	-2	-2	-4	i	-0.6	2

Other records:
SMILES	FAS TE block	SKN-1 inh	Rin1 Abl inh	CendR NRP1 mod	MT1-MMP act inh	bovine MsrA act	Neddyl block	MsrA inh	eLon inh
O=C(CN1CCc2ccccc21)NCc1ccccc1Cl	-2	3	-2	-14	3	-2	i	-0.5	3
COc1cccc(OCC(=O)NCCS(=O)(=O)N2CCN(c3ccccc3)CC2)c1	2	0	1	-3	-2	-1	i	2.9	-11
Cn1c(-c2ccc3nc(N)sc3c2)nc2cc(N)ccc21	-2	-18	0	-3	9	-6	x	1.0	0
COC(=O)c1cc(=O)nc2sc3cc(OC)ccc3n12	0	-24	1	-9	2	-3	x	2.4	-6
O=c1c2ccccc2c2ccccc2c(=O)n1CC1CCCO1 (centres undefined)	1	-2	3	10	0	-1	i	-0.4	-4
COCC(=O)Nc1nnc(-c2ccc(C(C)(C)C)cc2)s1	-6	-7	-2	4	3	-9	i	0.2	6
CNC(=O)CCc1[nH]c2ccccc2c1Sc1ccccc1	2	11	1	-18	1	-5	i	1.0	-2
Cc1ccc(CN(C)C(=O)CCc2nc3sc4c(c3c(=O)[nH]2)CCCC4)o1	-4	14	-5	-32	-8	-6	i	2.0	-8
CCOC(=O)c1ccc(NC(=O)C2C3CCCCC32)cc1 (centres undefined)	12	-5	0	1	3	-4	i	-0.3	0
Cc1ccc(S(=O)(=O)[N-]c2nc3ccccc3nc2-n2cc[n+](CCC(C)C)c2)cc1	-4	7	-4	-6	-3	-3	+	1.0	-6
CCOC(=O)[C@H]1[C@H]2COc3ccc(Br)cc3[C@@H]2N2C(=O)c3cc(OC)c(OC)cc3NC(=O)[C@@]12C	7	-2	1	1	-13	-3	i	1.1	0
CC(C)N(C)CCOC(=O)C1COc2ccccc2O1 (centres undefined)	-4	4	2	1	2	-6	i	0.3	1
CC(C)[C@H](CN(N=O)[C@@H](Cc1ccccc1)CN(C)N=O)N(CCc1ccccc1)N=O	16	4	4	-4	1	7	i	-0.2	0
C/C(CC(=O)Nc1ccc(Cl)c(Cl)c1)=N\NC(N)=S	-3	2	2	12	-2	-3	i	-0.2	5
N#CCCN1CCN(S(=O)(=O)c2ccc(C3CCCCC3)cc2)CC1	39	-1	-2	0	-2	-2	i	0.4	2
Cc1cc(NC(=O)c2ccc([N+](=O)[O-])cc2)n(C)n1	-2	12	0	3	2	-4	i	1.4	5
COc1ccccc1C(=O)N(Cc1cccs1)C1CCS(=O)(=O)C1 (centres undefined)	-8	-3	-3	12	-9	-3	i	-0.9	-2
O=C(O)C1C=CCC(C(=O)O)C1 (centres undefined)	-7	-2	-2	-10	-1	-2	i	-1.7	-10
C#CCN(C[C@@H]1[C@@H](OC(=O)NC2CC2)[C@@H](OC(=O)NC2CC2)Cn2c(=O)n(CCCCCC)c(=O)n21)S(=O)(=O)c1ccc(C)cc1	14	4	0	0	-2	3	i	-0.5	-4
Cc1nnc(SCC(=O)N2CCN(Cc3ccccc3)CC2)s1	-7	10	2	9	2	5	i	0.8	1
CC1=NN(c2ccccc2)C(=O)/C1=C\c1ccc(Oc2ccc([N+](=O)[O-])cc2[N+](=O)[O-])cc1	7	-13	7.4*	4	2	-3	i	2.2	-3
